# GPR151 ag: activators of human GPR151, primary screen, cell-based, PathHunter beta-arrestin, luminescence. actives 1% (n = 650,000). PathHunter beta-arrestin GPR151 cells. activation, % at 11.2 µM; in the data active = activation above about 4.9%;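 note: 0% = median of compound wells and 100% = cells with positive control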
# Target sequence (Q8TDV0 whole entry, looked up): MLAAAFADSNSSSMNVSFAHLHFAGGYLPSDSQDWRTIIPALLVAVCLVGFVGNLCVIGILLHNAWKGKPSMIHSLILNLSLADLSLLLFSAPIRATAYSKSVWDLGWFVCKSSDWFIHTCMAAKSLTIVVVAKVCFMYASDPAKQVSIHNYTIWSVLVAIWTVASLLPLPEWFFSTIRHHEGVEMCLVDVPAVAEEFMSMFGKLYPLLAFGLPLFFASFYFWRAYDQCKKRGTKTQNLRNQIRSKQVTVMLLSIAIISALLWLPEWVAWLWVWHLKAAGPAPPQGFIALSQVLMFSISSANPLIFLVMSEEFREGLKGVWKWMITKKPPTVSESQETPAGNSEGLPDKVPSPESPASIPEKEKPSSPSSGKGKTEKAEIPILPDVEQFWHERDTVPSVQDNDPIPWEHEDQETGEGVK
# FBW7 act: FBW7 E3 ligase activators, primary screen, biochemical, AlphaScreen, human | F-box/WD repeat-containing protein 7 (Homo sapiens), Q969H0 | AlphaScreen FBW7–phospho-cyclin E peptide binding, activator screen | normalized activity (activation), % at 26.1 µM | actives 0.13% (n = 650,000) | AID 1259310, 2017; in the data active = normalized activity above about 1.9%;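 note: purified mutant Fbw7 with reduced substrate affinity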
# TEAD-YAP block: TEAD-YAP interaction inhibition, primary screen, TEAD-YAP interaction inhibitor project, luminescence, HEK-TIYL cells | TEAD-Gal4/YAP UAS-luciferase luminescence | inhibition, % at 9.12 µM | actives 1.4% (n = 640,000); in the data active = inhibition above about 32%;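 note: 0% = median of test compound wells and 100% = reference inhibitor wells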
# MITF primary: MITF inhibitors, primary screen, biochemical, AlphaScreen, human; Microphthalmia-associated transcription factor (Homo sapiens), O75030; AlphaScreen MITF homodimerization, bead proximity signal; inhibition, % at 2.6 µM; actives 0.91% (n = 650,000); AID 1259374, 2018; in the data active = inhibition above about 50%;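 note: 0% = vehicle wells with protein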
# Target sequence (O75030 whole entry, looked up): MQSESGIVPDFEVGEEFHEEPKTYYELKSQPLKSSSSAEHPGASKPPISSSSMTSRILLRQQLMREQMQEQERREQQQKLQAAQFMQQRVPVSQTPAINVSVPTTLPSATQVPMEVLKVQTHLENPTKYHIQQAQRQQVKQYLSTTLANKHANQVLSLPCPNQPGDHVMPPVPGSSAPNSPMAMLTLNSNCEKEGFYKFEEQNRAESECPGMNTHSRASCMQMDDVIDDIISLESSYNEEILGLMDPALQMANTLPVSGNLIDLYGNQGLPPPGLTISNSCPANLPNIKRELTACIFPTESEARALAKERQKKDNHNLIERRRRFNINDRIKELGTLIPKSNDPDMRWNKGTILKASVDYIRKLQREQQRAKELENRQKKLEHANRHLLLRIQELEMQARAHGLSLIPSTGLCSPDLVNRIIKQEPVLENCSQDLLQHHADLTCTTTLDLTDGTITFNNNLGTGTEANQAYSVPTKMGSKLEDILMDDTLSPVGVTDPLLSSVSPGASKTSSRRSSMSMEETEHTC
# An asterisk follows results filed as active. Compounds as they come; about 3.4% have a hit in one of these screens.
SMILES,GPR151 ag,FBW7 act,TEAD-YAP block,MITF primary
Cc1cc(=O)nc2c3ccccc3n(CC(=O)NC3CCCC3)n12,-0.1,-0.2,-5.0,-8.2
COc1ccc(/C=N/NS(=O)(=O)c2ccccc2)cc1OC,-0.7,0.6,6.5,19.1
COc1ccc(-n2c(=S)[nH]c3cc(C(=O)NCc4cccc(Cl)c4)ccc3c2=O)cc1,-0.9,-0.2,-8.2,12.1
O=C1CN(c2nc(CN3CCOCC3)nc3scc(-c4cccs4)c23)CCN1,-0.9,0.6,2.2,17.7
CCN(CC)CC(O)CN1CCN(c2ccc(OC)cc2)CC1 (stereo not given),-0.5,-0.1,1.6,55.5*
CC(=O)c1cccc(-c2ncc(C)c(NCc3cccnc3)n2)c1,-0.2,0.0,-18.5,-12.7
Cc1cnc(Nc2cnccn2)nc1Nc1ccccc1,-2.5,0.2,2.2,5.4
COc1ccc(CCNC(=O)c2c(C)noc2C)cc1,-0.6,0.1,4.5,9.8
CC(=O)c1ccc(OCC(=O)NCc2ccccc2F)cc1,-0.3,0.0,-3.3,3.1
O=C(C(Cc1ccccc1)N1C(=O)c2ccccc2C1=O)N1c2ccccc2Sc2ccc(C(F)(F)F)cc21 (stereo not given),1.6,0.1,-0.7,11.9
Cc1cc(OCC(=O)N/N=C/c2cc([N+](=O)[O-])cc([N+](=O)[O-])c2O)ccc1Cl,-0.3,0.2,8.2,13.9
COc1ccc(C(=O)NCc2nnc(SCc3ccccc3)n2Cc2ccccc2)cc1,0.1,0.6,2.6,7.7
NC(=O)CN1C(=O)C(O)(CC(=O)c2ccccn2)c2ccccc21 (stereo not given),0.2,0.0,3.9,7.5
Cn1c(=O)n(-c2ccc([N+](=O)[O-])cc2)c(=O)n1C,1.2,-0.1,-1.2,5.7
O=c1c2ccccc2nc(SCc2csc3ccc(Cl)cc23)n1Cc1ccccc1,0.4,0.1,13.7,8.9
CCOCCn1c2c(c3ccccc31)=NC1C=CC=CC1N=2 (stereo not given),-1.1,2.7*,-25.9,7.6
CC(=O)N1CCC(C(=O)NNC2CC(=O)N(c3ccc(F)cc3)C2=O)CC1 (stereo not given),-0.3,-0.1,0.1,-9.6
COc1cc2c(C(=O)N3CCN(c4cccc(Cl)c4)CC3)cn(C)c(=O)c2cc1OC,-1.4,0.1,19.0,-4.6
CC1=C(C(=O)OC2CCCCC2)C(c2ccc(Cl)c([N+](=O)[O-])c2)C2=C(CCCC2=O)N1 (stereo not given),2.8,0.1,-0.6,2.1
COc1cccc(OC)c1OCCn1cnc2ccccc2c1=O,1.2,0.1,-2.1,-3.5
O=C(CN1C(=O)NC2(CCc3ccccc32)C1=O)Nc1cc(C(F)(F)F)ccc1Cl (stereo not given),0.6,-0.1,-3.7,0.4
Cc1ccc2c(c1)C(C)CC(C)(C)N2C(=O)CN1CCN(C)CC1 (stereo not given),2.3,-0.4,-2.5,-3.7
COC(=O)C1=CN(CCC23CC4CC(CC(C4)C2)C3)C=C(C(=O)OC)C1c1ccc(Cl)cc1,0.0,0.0,7.4,3.6
COc1ccc(OC)c(/C=N/NC(=O)CCC(=O)Nc2ccc(F)cc2)c1,0.5,0.0,-1.1,-11.8
O=C1c2ccccc2C(=O)c2c1ccc(C(=O)NCc1ccccc1)c2[N+](=O)[O-],-0.3,0.1,-19.2,0.1

# An excerpt from further up, for reference:
SMILES,GPR151 ag,FBW7 act,TEAD-YAP block,MITF primary
COc1ccc(C(=O)NCc2nnc(SCc3ccccc3)n2Cc2ccccc2)cc1,0.1,0.6,2.6,7.7
NC(=O)CN1C(=O)C(O)(CC(=O)c2ccccn2)c2ccccc21 (stereo not given),0.2,0.0,3.9,7.5

# The list goes on:
SMILES,GPR151 ag,FBW7 act,TEAD-YAP block,MITF primary
Cc1ncc(Cc2ccccc2)c(C2CCCN(C(=O)c3cnc[nH]3)C2)n1 (stereo not given),0.3,0.1,4.7,11.2
O=C(O)CNC(=O)/C=C/c1cccc(C(F)(F)F)c1,-0.2,0.0,-3.5,5.3
CCN1C(=O)c2ccc(C(=O)c3ccc(C(=O)O)cc3)cc2C1=O,0.3,0.1,1.5,19.6
CSc1ncc(C(=O)O)c(-c2ccccc2)n1,-1.8,-0.1,0.2,-2.2
NC(=O)c1ccsc1NC(=O)COC(=O)c1ccc([N+](=O)[O-])s1,-1.0,-0.1,11.9,3.0
Cc1ccc(OCCNC(=O)c2cc(C(=O)NCCOc3ccc(C)c(C)c3)cc([N+](=O)[O-])c2)cc1C,-0.7,0.0,4.7,11.2
CCc1ccc(NC(=S)N(Cc2ccccn2)Cc2ccccc2Cl)cc1,0.8,-0.1,-14.9,14.0
CN(C)CCn1c2ccccc2c2cnc(N)c(C#N)c21,2.4,0.0,93.3*,3.4
CC(C)N1CCNC(=O)C1CC(=O)NCc1ccc(N2CCCC2=O)cc1 (stereo not given),0.6,0.1,-3.1,5.8
O=C(CN1C(=O)CCSc2ccccc21)Nc1ccc(F)cc1F,0.3,0.0,6.2,-0.5
CCOc1ccc(/C=N\N2CCN(c3ccccc3)CC2)cc1OC,0.3,-0.1,-10.2,1.9
COc1cc(OC)cc(C(=O)Nc2c(C)ccc3nsnc23)c1,-0.6,-0.1,8.9,8.6
Cc1ccc(-n2c(C)ccc2C)c([N+](=O)[O-])c1,0.9,0.0,5.5,1.8
O=C(Nc1cccc(F)c1)C1CCCN(c2ccc(-n3ccnc3)nn2)C1 (stereo not given),-1.2,0.6,5.9,16.1
Cc1ccc2cc3c(N)c(C(=O)NC(C)(C)C)sc3nc2c1,0.1,-0.1,-8.9,-7.1
CCC(Oc1ccc2c(=O)c(Oc3cccc(C)c3)coc2c1)C(=O)OCc1ccccc1 (stereo not given),0.8,0.0,-1.4,-3.8
CC1=C(C(=O)Nc2ccccc2C)C(c2cccc(Cl)c2)NC(=O)N1 (stereo not given),-0.5,-0.1,10.2,1.5
O=C(Cc1c(F)cccc1Cl)Nc1cc(C(=O)Nc2ccccc2F)ccc1N1CC2CC(C1)c1cccc(=O)n1C2 (stereo not given),0.2,-0.1,0.5,-1.8
Cc1[nH]c2ccccc2c1C(C[N+](=O)[O-])c1ccc([N+](=O)[O-])cc1 (stereo not given),0.4,-0.2,11.2,5.2
CCN(CC)c1ccc(C2NC(=O)NC(C)=C2C(=O)OC2CCCC(C)C2)cc1 (stereo not given),1.1,0.0,-8.6,19.5
O=C(Nc1cccc(C(F)(F)F)c1)c1ccc(N2CC3CC(C2)c2cccc(=O)n2C3)c(NC(=O)c2ccc(F)cc2)c1 (stereo not given),0.1,0.3,-14.9,11.8
Cn1c(=O)c2c(nc(N3CCOCC3)n2CCN)n(C)c1=O,1.3,0.6,8.4,-10.8
CC(C)NC(=O)[C@@H]1C[C@@H](NCc2cccc3ccccc23)CN1C(C)C,-1.5,0.3,-7.9,16.6
Cc1cc(CN2CCC(Oc3ccc(C(=O)NCc4ccncc4)cc3)CC2)oc1C,-0.4,-0.1,32.6*,-12.7
CCn1c(C(=O)O)c(CC(=O)N(C)c2ccc(OC)cc2)c2ccccc21,1.8,1.0,-9.6,18.2
SMILES,GPR151 ag,FBW7 act,TEAD-YAP block,MITF primary
CCOc1ccc(/C=C2\Oc3ccc(C(=O)OC)cc3C2=O)cc1OCC,-0.5,0.0,3.3,7.5
CCOC(=O)c1c[nH]c2c(C)cc3[nH]c(C)c(C)c3c2c1=O,-0.4,0.1,15.3,9.4
O=C(NC1CC1)c1cc(C(=O)NC2CC2)cc(C(=O)NC2CC2)c1,1.4,0.1,5.6,10.3
CCN(CC)CCOC(=O)c1cccc(OC)c1,1.0,-0.1,0.6,4.0
Cc1cc(Sc2ccccc2C(=O)O)nc(C)n1,0.0,-0.1,-2.6,5.2
C=CCn1c(=O)c2c(nc3n(-c4cc(C)cc(C)c4)c(C)cn23)n(C)c1=O,-0.5,0.0,3.2,14.0
COc1ccc(C2=C/C(=C/c3ccc(OC)c([N+](=O)[O-])c3)C(=O)O2)cc1,-0.3,-0.2,2.6,5.2
O=C(NCCNc1ccc([N+](=O)[O-])cc1Cl)C1CCCN1S(=O)(=O)c1ccccc1 (stereo not given),-0.8,-0.1,3.4,0.9
O=c1[nH]c(=O)n(C2CCCO2)cc1Br (stereo not given),0.4,-0.1,-2.0,-12.0
CCOc1ccccc1C1CC(=O)NC2=C1C(=O)CC(C)(C)C2 (stereo not given),0.3,-0.3,-0.2,-1.1
CCC(C)NC(=O)Cn1ncc2c3ccccc3n(C)c2c1=O (stereo not given),-0.4,0.1,-15.7,-1.0
O=CN1CCC(=O)Nc2ccc(Br)cc21,0.4,0.0,-2.7,0.4
COc1ccc([N+](=O)[O-])cc1N(CC(=O)O)S(C)(=O)=O,1.0,-0.4,2.1,58.7*
COc1cc2c(cc1OC)C(COc1ccc(F)cc1)N(C(=O)c1cccc(Cl)c1)CC2 (stereo not given),-0.9,-0.1,-6.0,2.9
Cc1nc2cc(C(F)(F)F)ccc2n1C1CCN(CC(=O)NCc2ccco2)CC1,0.5,0.0,-2.6,6.5
COc1ccc2c(c1)/C(=C/c1c(O)n(C)c(=O)n(C)c1=O)C=N2,-0.1,0.0,14.1,-13.8
COc1ccc(NC(=O)C2CC=CCC2C(=O)Nc2ccccc2Cl)cc1 (stereo not given),-0.1,-0.1,0.2,-8.0
COc1cccc2sc(=NC(=O)c3ccc(S(=O)(=O)N4CCCc5ccccc54)cc3)n(C)c12,1.2,0.2,4.4,7.4
CCOC(=O)CNC(=O)CSc1nc2[nH]ncc2c(=O)[nH]1,2.1,-0.1,9.1,3.5
CCn1c(N2CCC(C(=O)Nc3ccc4c(c3)OCCO4)CC2)nc2ccccc21,1.3,0.1,7.0,1.1
CN1CCN(C(CNC(=O)Nc2ccc3c(c2)OCO3)c2ccc(N(C)C)cc2)CC1 (stereo not given),-0.5,-0.1,-40.6,14.7
COCCNC(=O)/C(C#N)=C/c1ccc(-c2cccc(Cl)c2Cl)o1,1.7,-0.3,-2.1,-7.4
Cc1nnc(SCCNC(=O)Cn2cc(NC(=O)CCOc3ccccc3)cn2)s1,-0.1,-0.1,4.1,-4.8
CCOc1ccc(-n2c(CNC(=O)c3ccco3)nnc2SCC(=O)N2CCc3ccccc32)cc1,-1.1,0.0,0.5,-2.8
CCOc1ccc(NS(=O)(=O)c2ccc3c(c2)CC(=O)N3)cc1,-1.2,-0.1,-4.5,0.7
SMILES,GPR151 ag,FBW7 act,TEAD-YAP block,MITF primary
CCc1ccccc1N1C(=O)C2C3C=CC(CC3)C2C1=O (stereo not given),-1.4,0.1,-3.6,-8.8
Cc1cnc(Nc2cccnc2)cc1Nc1ccccc1C(N)=O,-0.3,-0.2,1.5,-5.0
Cc1ccc(S(=O)(=O)N2CCN(Cc3nnnn3-c3ccc(F)c(F)c3)CC2)c(C)c1,-0.9,0.8,5.7,-10.4
CN(c1ccc(Br)cc1)S(=O)(=O)c1ccc2[nH]c(=O)c(=O)[nH]c2c1,1.0,0.1,2.4,4.7
COc1ccc(OC)c(NC(=O)COc2ccc(Cl)cc2)c1,0.8,-0.1,-9.7,-0.3
O=C1/C(=C\c2ccc3c(c2)OCO3)C2=C(C(=O)N(c3ccccc3)C2c2ccc(Br)cc2)N1c1ccccc1 (stereo not given),-0.7,0.0,8.1,-0.1
C=CCN1C(=O)C(O)(c2c[nH]c3ccccc23)c2ccccc21 (stereo not given),-0.7,-0.1,2.1,-3.8
COc1ccc(CC(=O)NC(C)C2CC3CCC2C3)cc1OC (stereo not given),0.9,0.1,3.1,13.2
CCOc1cc(C2C(C(=O)OC)=CN(Cc3ccc(OC)c(OC)c3)C=C2C(=O)OC)cc(Br)c1O,1.0,0.0,-22.9,5.4
COc1ccc(C2(O)CN(c3ccccc3C)C3=[N+]2CCCC3)cc1 (stereo not given),1.1,0.1,5.5,0.8
Cc1cccc(-n2c(N)c(Br)c(=O)[nH]c2=O)c1C,2.7,-0.1,16.8,-14.6
COC(=O)C1=C(C(=O)OC)SC(=C2C(=S)C(C)(C)N(C(=O)c3ccc(Cl)cc3Cl)c3ccccc32)S1,-0.8,-0.3,0.6,6.8
CCCCCCOC(=O)c1ccc(NS(C)(=O)=O)cc1,-0.1,0.1,-7.4,-11.4
C/C(=C/C(=O)N1CCc2ccccc21)C(=O)O,3.6,0.2,4.9,19.6
CCOc1ccc(N2C(=O)CC(Cc3cc(C)cc(C)c3)C2=O)cc1 (stereo not given),-0.1,0.1,0.5,10.7
CC(=O)NC1(c2ccc(C)cc2)CCN(CCN2CCOCC2)CC1,-1.1,-0.1,-10.1,-1.5
CCOc1ccc(NC(=O)c2c(Nc3ccccc3C)sc(C(=O)c3cccc([N+](=O)[O-])c3)c2N)cc1,-0.8,-0.3,0.9,1.8
O=C(c1ccccc1)N1CCN(CCN=Cc2c(O)[nH]c(=O)[nH]c2=O)CC1,-0.4,0.0,1.1,-3.6

# Single entries from the list:
# TEAD-YAP block, O=C(C(Cc1ccccc1)N1C(=O)c2ccccc2C1=O)N1c2ccccc2Sc2ccc(C(F)(F)F)cc21 (stereo not given) stands at -0.7
# MITF primary, Cc1cc(=O)nc2c3ccccc3n(CC(=O)NC3CCCC3)n12 stands at -8.2
# GPR151 ag, CCN(CC)c1ccc(C2NC(=O)NC(C)=C2C(=O)OC2CCCC(C)C2)cc1 (stereo not given) stands at 1.1
# FBW7 act, Cc1cnc(Nc2cccnc2)cc1Nc1ccccc1C(N)=O stands at -0.2

# Two of the compounds above, bar-delimited:
smiles | GPR151 ag | FBW7 act | TEAD-YAP block | MITF primary
COc1ccc(C2(O)CN(c3ccccc3C)C3=[N+]2CCCC3)cc1 (stereo not given) | 1.1 | 0.1 | 5.5 | 0.8
CCOc1cc(C2C(C(=O)OC)=CN(Cc3ccc(OC)c(OC)c3)C=C2C(=O)OC)cc(Br)c1O | 1.0 | 0.0 | -22.9 | 5.4
